TcdB inh: TcdB glycohydrolase inhibitors, primary screen, biochemical, single point, plate reader; 0.24% of 350,000 active; Toxin B (Clostridioides difficile), P18177; AID 652162, 2013; TcdB glycohydrolase enzymatic assay; inhibition, % at 9.99 µM; in the data active = inhibition above about 10%
Target sequence (P18177 whole entry, looked up): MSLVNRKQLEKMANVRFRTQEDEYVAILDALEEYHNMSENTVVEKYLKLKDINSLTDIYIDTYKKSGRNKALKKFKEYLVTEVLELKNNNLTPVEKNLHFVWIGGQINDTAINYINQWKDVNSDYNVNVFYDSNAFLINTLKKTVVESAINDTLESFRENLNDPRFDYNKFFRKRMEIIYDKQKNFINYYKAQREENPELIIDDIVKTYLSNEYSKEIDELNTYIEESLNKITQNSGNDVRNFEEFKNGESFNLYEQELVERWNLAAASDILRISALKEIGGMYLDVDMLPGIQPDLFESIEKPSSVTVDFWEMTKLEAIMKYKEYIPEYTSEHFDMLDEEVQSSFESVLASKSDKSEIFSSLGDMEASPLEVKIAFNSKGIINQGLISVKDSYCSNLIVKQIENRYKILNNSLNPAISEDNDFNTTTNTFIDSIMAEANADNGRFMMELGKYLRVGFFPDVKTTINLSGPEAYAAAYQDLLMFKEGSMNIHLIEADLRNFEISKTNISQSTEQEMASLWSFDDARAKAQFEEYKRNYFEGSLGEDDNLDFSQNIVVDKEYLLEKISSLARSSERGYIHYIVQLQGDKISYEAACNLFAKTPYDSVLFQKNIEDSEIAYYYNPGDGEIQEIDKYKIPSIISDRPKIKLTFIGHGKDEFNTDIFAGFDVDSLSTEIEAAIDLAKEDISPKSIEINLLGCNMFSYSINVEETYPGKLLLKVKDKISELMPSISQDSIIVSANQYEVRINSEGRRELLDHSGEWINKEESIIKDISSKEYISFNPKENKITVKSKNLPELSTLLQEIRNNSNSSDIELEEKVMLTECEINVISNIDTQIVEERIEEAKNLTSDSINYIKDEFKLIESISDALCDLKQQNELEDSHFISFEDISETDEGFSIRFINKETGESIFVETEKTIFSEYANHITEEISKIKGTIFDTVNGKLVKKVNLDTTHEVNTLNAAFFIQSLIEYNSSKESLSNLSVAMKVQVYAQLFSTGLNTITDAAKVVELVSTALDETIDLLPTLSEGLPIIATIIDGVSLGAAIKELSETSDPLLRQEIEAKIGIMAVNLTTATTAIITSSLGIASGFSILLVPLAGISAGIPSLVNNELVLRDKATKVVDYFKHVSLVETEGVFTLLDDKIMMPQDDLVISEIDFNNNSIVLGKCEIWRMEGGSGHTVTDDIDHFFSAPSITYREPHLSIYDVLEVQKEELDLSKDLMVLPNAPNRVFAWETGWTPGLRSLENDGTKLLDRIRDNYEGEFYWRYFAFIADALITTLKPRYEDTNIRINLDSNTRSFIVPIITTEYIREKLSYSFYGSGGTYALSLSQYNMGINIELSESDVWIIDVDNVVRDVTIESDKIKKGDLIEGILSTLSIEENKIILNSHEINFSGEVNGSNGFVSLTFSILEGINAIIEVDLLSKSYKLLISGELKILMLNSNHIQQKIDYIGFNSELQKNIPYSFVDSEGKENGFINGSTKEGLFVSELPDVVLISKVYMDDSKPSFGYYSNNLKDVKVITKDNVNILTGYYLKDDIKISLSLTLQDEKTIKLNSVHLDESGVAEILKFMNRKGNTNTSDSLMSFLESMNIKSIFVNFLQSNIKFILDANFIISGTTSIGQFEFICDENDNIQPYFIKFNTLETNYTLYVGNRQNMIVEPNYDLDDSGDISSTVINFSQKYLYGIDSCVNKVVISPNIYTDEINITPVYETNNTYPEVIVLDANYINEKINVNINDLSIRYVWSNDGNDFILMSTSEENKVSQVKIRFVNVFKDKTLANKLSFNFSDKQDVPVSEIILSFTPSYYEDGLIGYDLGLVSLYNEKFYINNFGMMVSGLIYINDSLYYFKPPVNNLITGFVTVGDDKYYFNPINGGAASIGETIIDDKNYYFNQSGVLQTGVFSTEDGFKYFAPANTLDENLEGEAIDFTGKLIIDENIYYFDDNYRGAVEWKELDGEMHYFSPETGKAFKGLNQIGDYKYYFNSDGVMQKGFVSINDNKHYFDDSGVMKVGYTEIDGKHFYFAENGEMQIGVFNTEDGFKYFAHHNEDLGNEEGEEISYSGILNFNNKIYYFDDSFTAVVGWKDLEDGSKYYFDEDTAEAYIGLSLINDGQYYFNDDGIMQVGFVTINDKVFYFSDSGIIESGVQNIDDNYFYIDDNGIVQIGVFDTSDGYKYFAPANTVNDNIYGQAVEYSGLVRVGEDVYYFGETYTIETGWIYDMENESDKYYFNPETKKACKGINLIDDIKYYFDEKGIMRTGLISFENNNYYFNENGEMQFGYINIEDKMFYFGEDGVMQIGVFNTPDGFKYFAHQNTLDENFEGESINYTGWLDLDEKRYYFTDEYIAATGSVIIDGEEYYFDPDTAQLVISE
Starred values were filed as active, the others as inactive; & = joins results of further samples. An excerpt. The share of hits here may be higher or lower than overall.

mol	TcdB inh
C[C@@H]1CCCCO[C@@H](CN(C)C(=O)NC2CCCCC2)[C@@H](C)CN([C@@H](C)CO)C(=O)c2cc(NS(=O)(=O)c3cccs3)ccc2O1	-0.2
CO[C@@H]1CN(C)C(=O)c2cc(NS(C)(=O)=O)ccc2OC[C@@H](C)N(C(=O)C2CCC2)C[C@@H]1C	-1.1
C[C@H](CO)N1C[C@H](C)[C@H](CN(C)S(=O)(=O)c2cccs2)Oc2ncc(C#CC(C)(C)O)cc2C1=O	0.3
O=C(c1cccc(F)c1)N1CCCCN2[C@H](CO)[C@@H](c3ccc(/C=C/c4ccccc4)cc3)[C@H]2C1	1.1
C[C@@H]1CN([C@H](C)CO)C(=O)c2cccc(NC(=O)c3ccc(-c4nccs4)cc3)c2O[C@H]1CN(C)Cc1ccc(-c2ccccc2)cc1	0.5
Cc1noc(C)c1NC(=O)Nc1ccc2c(c1)C(=O)N([C@H](C)CO)C[C@H](C)[C@H](CN(C)S(=O)(=O)c1ccc(Cl)cc1)O2	-0.5
COc1ccc(CN(C)C[C@@H]2Oc3ccc(NC(=O)Nc4ccccc4)cc3CC(=O)N([C@H](C)CO)C[C@H]2C)cc1	0.3
CCC(=O)N(C)C[C@H]1Oc2ncc(C#C[C@H](C)O)cc2C(=O)N([C@H](C)CO)C[C@H]1C	0.3
COc1ccc([Si](C)(C)[C@@H]2[C@@H](CCO)O[C@]3(C(=O)N(Cc4cccc(NC(C)=O)c4)c4ccccc43)[C@H]2C)cc1	0.1
O=C(C[C@H]1CC[C@H]2[C@@H](COC[C@@H](O)CN2S(=O)(=O)c2ccccc2)O1)NCCN1CCCCC1	0.0
Cc1ccc(S(=O)(=O)N(C)C[C@H]2Oc3c(NC(=O)Nc4ccc5c(c4)OCO5)cccc3C(=O)N([C@@H](C)CO)C[C@H]2C)cc1	-0.5
O=C(C[C@H]1C[C@H]2c3cc(NC(=O)c4ccc5c(c4)OCO5)ccc3O[C@H]2[C@@H](CO)O1)NCCc1ccccc1	-7.9
C[C@H](CO)N1C[C@H](C)[C@H](CN(C)S(=O)(=O)c2ccccc2)Oc2ccc(NS(=O)(=O)c3ccc(Cl)cc3)cc2CC1=O	-0.2
Cc1ccccc1S(=O)(=O)N1[C@H](CO)[C@H](c2ccccc2)[C@@H]1C#N	-0.3
C[C@@H]1CN([C@@H](C)CO)C(=O)Cc2cc(NC(=O)Cc3ccccc3)ccc2O[C@H]1CN(C)S(=O)(=O)c1ccc(Cl)cc1	0.4
COc1ccccc1S(=O)(=O)N(C)C[C@@H]1Oc2cc(/C=C/c3ccccc3)ccc2S(=O)(=O)N([C@H](C)CO)C[C@H]1C	-0.9
C[C@@H]1CN([C@H](C)CO)C(=O)c2cccc(NC(=O)Nc3ccc(F)cc3)c2O[C@@H]1CN(C)C	-2.0
CCOC(=O)c1ccc(NC(=O)OC[C@@H]2CSCCS(=O)(=O)N2)cc1	0.5
O=C(N[C@H](C(=O)N1CCC[C@H]1C(=O)NCCc1ccccc1Cl)c1ccccc1)c1ccc(Cl)cc1Cl	0.7
O=C(C[C@H]1CC[C@@H]2[C@H](COC[C@H](O)CN2Cc2cccc(F)c2)O1)NCC1CCCCC1	-0.4
COc1ccc(NC(=O)N(C)C[C@H]2OCCCC[C@H](C)Oc3ccc(NS(C)(=O)=O)cc3C(=O)N([C@H](C)CO)C[C@@H]2C)cc1	0.6
COCC(=O)N1[C@H](CO)[C@H](c2ccc(-c3cccnc3)cc2)[C@@H]1C#N	-0.3
COc1cccc(NC(=O)N2C[C@H](O)COC[C@H]3O[C@@H](CC(=O)NC4Cc5ccccc5C4)CC[C@@H]32)c1	0.1
C[C@H](O)C#Cc1ccc([C@H]2[C@@H](CO)N3CCCCN(C(=O)c4ccc5c(c4)OCO5)C[C@@H]23)cc1	0.4
CC(C)C[C@@H]1NC(=O)[C@@H]2C[C@H](C(=O)NCc3ccc(F)cc3)[C@H](c3ccc(O)cc3)N2C1=O	0.5
C/C=C/c1ccc([C@@H]2[C@@H](CN(C)C(=O)C3CC3)N(C(=O)C3CC3)[C@H]2CO)cc1	-1.7
C[C@@H]1CCCCO[C@@H](CN(C)C(=O)Nc2ccccc2)[C@H](C)CN([C@@H](C)CO)C(=O)c2cc(NS(=O)(=O)c3cn(C)cn3)ccc2O1	0.7
CN(C)C(=O)[C@H]1[C@H](CO)[C@H]2Cn3c(ccc(C4=CCCC4)c3=O)[C@@H]1N2CC1CCCCC1	0.6
CCCCCNC(=O)c1nc(-c2c(F)cccc2F)oc1-c1ccccc1	-2.6
CO[C@@H]1CN(C)C(=O)c2ccc(NS(C)(=O)=O)cc2OC[C@@H](C)N(C(=O)C2CCCC2)C[C@H]1C	0.1
O=S(=O)(c1ccccc1)N1CC2(C1)[C@H](c1ccccc1)[C@H](CO)N2CC1CCCC1	-0.6
C[C@@H]1CN([C@@H](C)CO)C(=O)c2cc(NC(=O)CCC(F)(F)F)ccc2O[C@H]1CN(C)S(=O)(=O)c1cccs1	0.0
C[C@@H]1CN([C@@H](C)CO)S(=O)(=O)c2ccc(C#Cc3ccccc3)cc2O[C@@H]1CN(C)C(=O)CN(C)C	1.9
CCCC(=O)Nc1ccc2c(c1)C(=O)N(C)[C@H]1CC[C@@H](CC(=O)NCCc3ccccc3)O[C@H]1CO2	0.3
C[C@H](CO)N1C[C@H](C)[C@H](CN(C)C(=O)Nc2ccccc2)OCCCC[C@H](C)Oc2ccc(NC(=O)c3ccccc3)cc2C1=O	-1.1
C[C@@H]1CN([C@@H](C)CO)C(=O)c2cccc(NC(=O)C3CC3)c2O[C@H]1CN(C)S(C)(=O)=O	1.5

3 of the compounds above, as labelled records.
> C[C@H](CO)N1C[C@H](C)[C@H](CN(C)S(=O)(=O)c2cccs2)Oc2ncc(C#CC(C)(C)O)cc2C1=O
  TcdB inh: 0.3

> O=C(c1cccc(F)c1)N1CCCCN2[C@H](CO)[C@@H](c3ccc(/C=C/c4ccccc4)cc3)[C@H]2C1
  TcdB inh: 1.1

> C[C@@H]1CN([C@H](C)CO)C(=O)c2cccc(NC(=O)c3ccc(-c4nccs4)cc3)c2O[C@H]1CN(C)Cc1ccc(-c2ccccc2)cc1
  TcdB inh: 0.5

The listing continues:
mol	TcdB inh
CC(C)NC(=O)N(C)C[C@@H]1Oc2c(NC(=O)Nc3ccc(C(F)(F)F)cc3)cccc2C(=O)N([C@@H](C)CO)C[C@@H]1C	-1.9
CCCN1[C@H](C(=O)OC)[C@@H](CO)[C@@H]2Cn3c(ccc(-c4ccc(F)cc4)c3=O)[C@@H]21	0.2
C[C@@H]1CCCCO[C@H](CN(C)S(=O)(=O)c2ccc(Cl)cc2)[C@H](C)CN([C@H](C)CO)C(=O)c2cc(NC(=O)c3ccncc3)ccc2O1	-0.3
O=C(Nc1ccc2c(c1)[C@@H]1C[C@H](CC(=O)N3CCCCC3)O[C@@H](CO)[C@@H]1O2)Nc1ccccc1F	0.4
CN(C)C(=O)C[C@@H]1CC[C@H]2[C@@H](COc3ccc(NC(=O)c4ccc(F)c(F)c4)cc3C(=O)N2C)O1	-1.4
C=CC(=O)NC1CCCCN(C)C1=O (configuration not stated)	-0.2
C[C@@H]1CN([C@@H](C)CO)C(=O)c2cc(NS(C)(=O)=O)ccc2O[C@@H](C)CCCCO[C@H]1CN(C)C	0.0
C[C@@H]1CCCCO[C@@H](CN(C)C(=O)Nc2ccc(F)cc2)[C@H](C)CN([C@H](C)CO)C(=O)c2cc(NS(=O)(=O)c3cn(C)cn3)ccc2O1	0.5
COc1ccc(S(=O)(=O)Nc2ccc3c(c2)CC(=O)N([C@@H](C)CO)C[C@H](C)[C@@H](CN(C)Cc2ccc4c(c2)OCO4)O3)cc1	0.1
O=C(c1cccnc1)N1CC2(C1)[C@H](c1ccccc1)[C@H](CO)N2Cc1ccncc1	0.7
C[C@H](CO)N1C[C@H](C)[C@@H](CN(C)C(=O)Cc2ccccc2)Oc2cc(C#CC3(O)CCCC3)ccc2S1(=O)=O	0.3
COc1ccc(CN(C)C[C@@H]2Oc3ccc(NC(=O)Cc4cn(C)c5ccccc45)cc3CC(=O)N([C@@H](C)CO)C[C@H]2C)cc1	0.0
COCc1cn(CC[C@@H]2CC[C@@H](NC(=O)Nc3ccc(Cl)cc3)[C@H](CO)O2)nn1	0.9
C[C@@H]1CN([C@H](C)CO)C(=O)c2ccccc2-c2ccccc2CO[C@@H]1CN(C)C(=O)[C@@H]1CCCN1C	-1.3
CN1C(=O)c2cc(NC(=O)C3CCCC3)ccc2OC[C@H]2O[C@H](CC(=O)Nc3ccccc3)CC[C@@H]21	-0.2
C[C@@H]1CN([C@@H](C)CO)C(=O)c2cc(NC(=O)C3CCCCC3)ccc2O[C@H]1CN(C)S(C)(=O)=O	-0.8
CC(C)NC(=O)N(C)C[C@H]1Oc2c(NC(=O)Nc3cccc4ccccc34)cccc2C(=O)N([C@H](C)CO)C[C@@H]1C	1.9
CC(C)COC(=O)N(C)C[C@@H]1OCc2ccccc2-c2ccccc2C(=O)N([C@@H](C)CO)C[C@@H]1C	0.0
C[C@H](CO)N1C[C@H](C)[C@H](CN(C)S(=O)(=O)c2cccs2)Oc2ncc(C#Cc3ccccc3)cc2C1=O	0.9&0.6
C[C@H]1CN([C@@H](C)CO)C(=O)Cc2cc(NC(=O)C3CCCCC3)ccc2O[C@@H]1CN(C)CC1CCCCC1	0.4
C[C@H](CO)N1C[C@H](C)[C@@H](CN(C)Cc2ccncc2)Oc2ccc(NC(=O)CCCCCC(=O)Nc3ccccc3N)cc2CC1=O	-0.9
Cc1noc(C)c1NC(=O)N(C)C[C@H]1Oc2c(NC(=O)c3cnccn3)cccc2C(=O)N([C@H](C)CO)C[C@@H]1C	0.6
C[C@H]1CN([C@@H](C)CO)C(=O)c2cc(C3=CCCCC3)cnc2O[C@@H]1CN(C)C(=O)c1ccc(F)cc1	0.3
Cc1noc(C)c1S(=O)(=O)Nc1ccc2c(c1)C(=O)N([C@H](C)CO)C[C@@H](C)[C@@H](CN(C)C(=O)NC(C)C)OCCCC[C@H](C)O2	-0.2
C[C@H](CO)N1C[C@H](C)[C@H](CN(C)C(=O)Nc2ccc(F)cc2)OCCCC[C@H](C)Oc2ccc(NC(=O)c3ccccc3)cc2C1=O	-0.1
C[C@@H]1CCCCO[C@H](CN(C)C(=O)CCC(F)(F)F)[C@H](C)CN([C@H](C)CO)C(=O)c2cc(NC(=O)c3ccccc3)ccc2O1	0.9
CC(C)NC(=O)Nc1ccc2c(c1)C(=O)N(C)[C@H]1CC[C@@H](CC(=O)Nc3ccccc3)O[C@@H]1CO2	0.4
CS(=O)(=O)N1CC2(C1)[C@H](c1ccccc1)[C@H](CO)N2CC1CCCC1	-1.9
C[C@@H]1CN([C@@H](C)CO)C(=O)c2cccc(NS(=O)(=O)c3ccccc3)c2O[C@H]1CN(C)Cc1ccncc1	-1.8
COc1ccccc1S(=O)(=O)N(C)C[C@H]1Oc2ncc(-c3ccc(C)cc3)cc2C(=O)N([C@H](C)CO)C[C@@H]1C	-1.3
CC(C)C#Cc1cnc2c(c1)C(=O)N([C@@H](C)CO)C[C@@H](C)[C@H](CN(C)C(=O)Cc1ccccn1)O2	0.1
CO[C@H]1CN(C)C(=O)c2cc(NC(=O)c3cnccn3)ccc2OC[C@@H](C)N(CCc2ccccc2)C[C@@H]1C	-0.5
Cc1ccccc1S(=O)(=O)NCC[C@H]1CC[C@@H](NC(=O)Nc2cccc(Cl)c2)[C@H](CO)O1	0.1
O=C(Cc1ccccc1)N[C@H]1CC[C@H](CC(=O)N2CCOCC2)O[C@@H]1CO	-5.5
C[C@H](CO)N1C[C@H](C)[C@H](CN(C)S(=O)(=O)c2ccc(F)cc2)Oc2c(NC(=O)c3cnccn3)cccc2C1=O	-0.5
COc1ccc(NC(=O)N(C)C[C@H]2OCCCC[C@@H](C)Oc3ccc(N(C)C)cc3C(=O)N([C@@H](C)CO)C[C@@H]2C)cc1	-15
C[C@@H]1CN([C@H](C)CO)S(=O)(=O)c2ccc(C#CC3CCCC3)cc2O[C@@H]1CN(C)C(=O)Cc1ccncc1	0.0
Cc1cc(C(=O)Nc2cccc3c2O[C@@H](CN(C)Cc2ccccc2)[C@H](C)CN([C@@H](C)CO)C3=O)n(C)n1	-0.8
O=C(Cn1nnc(N2CCOCC2)n1)NN=Cc1ccccc1Cl	1.4
CO[C@@H]1CN(C)C(=O)c2cc(NC(=O)c3ccc(F)cc3)ccc2OC[C@@H](C)N(C)C[C@H]1C	-0.6
CO[C@@H](CN(C)S(=O)(=O)c1ccc(Cl)cc1)[C@H](C)CN(C(=O)Nc1ccccc1F)[C@H](C)CO	-0.4
O=C(C[C@H]1C[C@H]2c3cc(NC(=O)Nc4ccccc4F)ccc3O[C@H]2[C@@H](CO)O1)NCC(F)(F)F	-1.0
COc1ccc(CN(C)C[C@@H]2Oc3c(NC(=O)Nc4ccc(C(F)(F)F)cc4)cccc3C(=O)N([C@H](C)CO)C[C@H]2C)cc1	0.0
C[C@H]1CN([C@@H](C)CO)S(=O)(=O)c2ccc(-c3ccncc3)cc2O[C@H]1CN(C)S(C)(=O)=O	0.3
O=C(O)C[C@@H]1CC[C@@H]2[C@H](COC[C@H](O)CN2S(=O)(=O)c2ccc(F)cc2)O1	-1.0
C[C@@H]1CN([C@@H](C)CO)S(=O)(=O)c2ccc(-c3ccc(F)cc3)cc2O[C@H]1CN(C)S(C)(=O)=O	0.5

Individual results from the entries so far.
For TcdB inh, O=C(C[C@H]1C[C@H]2c3cc(NC(=O)Nc4ccccc4F)ccc3O[C@H]2[C@@H](CO)O1)NCC(F)(F)F has -1.0
For TcdB inh, Cc1cc(C(=O)Nc2cccc3c2O[C@@H](CN(C)Cc2ccccc2)[C@H](C)CN([C@@H](C)CO)C3=O)n(C)n1 has -0.8
For TcdB inh, C[C@@H]1CN([C@H](C)CO)S(=O)(=O)c2ccc(C#CC3CCCC3)cc2O[C@@H]1CN(C)C(=O)Cc1ccncc1 has 0.0
For TcdB inh, CO[C@@H]1CN(C)C(=O)c2cc(NC(=O)c3ccc(F)cc3)ccc2OC[C@@H](C)N(C)C[C@H]1C has -0.6
For TcdB inh, COc1ccc(CN(C)C[C@@H]2Oc3c(NC(=O)Nc4ccc(C(F)(F)F)cc4)cccc3C(=O)N([C@H](C)CO)C[C@H]2C)cc1 has 0.0
For TcdB inh, O=C(O)C[C@@H]1CC[C@@H]2[C@H](COC[C@H](O)CN2S(=O)(=O)c2ccc(F)cc2)O1 has -1.0
For TcdB inh, C[C@@H]1CN([C@@H](C)CO)S(=O)(=O)c2ccc(-c3ccc(F)cc3)cc2O[C@H]1CN(C)S(C)(=O)=O has 0.5
